Assay outcomes from PubChem.
m-calpain inh: inhibitors of pig calpain II; purified calpain II, fluorogenic peptide substrate, 30 min; inhibition, % at 16 µM; 0.37% of 220,000 active; AID 1236;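 active means inhibition above about 50%, limit read from the data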
TRPML3 agonist: human mucolipin-3 channel agonism | Q8TDD5 | HEK293 TRPML3-YFP, Fluo-8 calcium fluorescence; 100% = the carbachol control signal | activation, % at 3 µM | 0.29% of 220,000 active;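 active means activation above its plate's cutoff, the mean activation of the plate's test wells plus 3 SD, cut at about 12% in these data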;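 further: 0% = DMSO only wells and 100% = carbachol wells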
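Material: TRPML3-YFP stable HEK293 cells | Dosing: One concentration, 3 µM nominal, 0.3% DMSO | Timing: 125 s total fluorescence read per well | Technique: Fluo-8 calcium dye fluorescence, ex 470-495, em 515-575 nm | Measure: Percent activation from peak-to-basal fluorescence ratio, scaled between DMSO and carbachol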
Ba/F3 V617F tox: loss of viability in JAK2V617F-driven Ba/F3 cells | AID 1446 | inhibition, % at 5.6 µM | Ba/F3 EpoR-JAK2V617F viability, ATP luminescence | 1.1% of 220,000 active;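 active means inhibition above the campaign mean plus 3 SD over all tested compounds, cut at about 24% in these data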;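 further: cytokine-independent growth of Ba/F3 cells driven by EpoR plus mutant JAK2; 0% = DMSO-treated cells and 100% = JAK inhibitor I control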
S1P4 antag: antagonists of human S1P4 receptor. S1P4-expressing cells, antagonist mode, reporter read-out. 0.26% of 220,000 active. O95977. inhibition, % at 4.98 µM; in the data active means inhibition above about 29%;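 further: 0% = wells stimulated with agonist and 100% = vehicle wells without agonist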
EP2 modulator: modulates human prostaglandin E2 receptor EP2 signaling | P43116 | EP2-expressing cells, cAMP HTRF FRET, PGE2 co-stimulation | induction, % at 25 µM | 0.83% of 260,000 active | AID 940;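 active means compounds whose cAMP rise, as percent of the full-agonist control response, exceeds 60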;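 further: rat C6 glioma line stably carrying human EP2 under a CMV promoter; the protocol text gives 20 µM as final concentration; 100% = response of wells given 1 µM PGE2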
BaF3 tox: parental Ba/F3 viability inhibition as JAK2V617F counter-screen; CellTiter-Glo ATP luminescence; inhibition, % at 5.6 µM; 1.1% of 220,000 active; AID 1486;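 active means inhibition above a per-campaign cutoff, the mean inhibition of all tested compounds plus 3 SD, cut at about 27% in these data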;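 further: 0% = DMSO wells and 100% = JAK Inhibitor I control wells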
PERK inh: blocks human PERK kinase. Q9NZJ5. inhibition, % at 5.6 µM. 0.17% of 220,000 active. CHO PERK-DD fusion, SEAP luminescence translation reporter. AID 1416;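 active means inhibition above the mean inhibition of all tested compounds plus 3 SD, set separately per screening campaign, cut at about 2.9% in these data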;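 further: PERK kinase domain activated by AP20187 dimerizer at 100 nM; 0% = DMSO with dimerizer and 100% = rapamycin at 8.4 µM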
Target sequence (Q9NZJ5 whole entry, looked up, the tested form may be a part): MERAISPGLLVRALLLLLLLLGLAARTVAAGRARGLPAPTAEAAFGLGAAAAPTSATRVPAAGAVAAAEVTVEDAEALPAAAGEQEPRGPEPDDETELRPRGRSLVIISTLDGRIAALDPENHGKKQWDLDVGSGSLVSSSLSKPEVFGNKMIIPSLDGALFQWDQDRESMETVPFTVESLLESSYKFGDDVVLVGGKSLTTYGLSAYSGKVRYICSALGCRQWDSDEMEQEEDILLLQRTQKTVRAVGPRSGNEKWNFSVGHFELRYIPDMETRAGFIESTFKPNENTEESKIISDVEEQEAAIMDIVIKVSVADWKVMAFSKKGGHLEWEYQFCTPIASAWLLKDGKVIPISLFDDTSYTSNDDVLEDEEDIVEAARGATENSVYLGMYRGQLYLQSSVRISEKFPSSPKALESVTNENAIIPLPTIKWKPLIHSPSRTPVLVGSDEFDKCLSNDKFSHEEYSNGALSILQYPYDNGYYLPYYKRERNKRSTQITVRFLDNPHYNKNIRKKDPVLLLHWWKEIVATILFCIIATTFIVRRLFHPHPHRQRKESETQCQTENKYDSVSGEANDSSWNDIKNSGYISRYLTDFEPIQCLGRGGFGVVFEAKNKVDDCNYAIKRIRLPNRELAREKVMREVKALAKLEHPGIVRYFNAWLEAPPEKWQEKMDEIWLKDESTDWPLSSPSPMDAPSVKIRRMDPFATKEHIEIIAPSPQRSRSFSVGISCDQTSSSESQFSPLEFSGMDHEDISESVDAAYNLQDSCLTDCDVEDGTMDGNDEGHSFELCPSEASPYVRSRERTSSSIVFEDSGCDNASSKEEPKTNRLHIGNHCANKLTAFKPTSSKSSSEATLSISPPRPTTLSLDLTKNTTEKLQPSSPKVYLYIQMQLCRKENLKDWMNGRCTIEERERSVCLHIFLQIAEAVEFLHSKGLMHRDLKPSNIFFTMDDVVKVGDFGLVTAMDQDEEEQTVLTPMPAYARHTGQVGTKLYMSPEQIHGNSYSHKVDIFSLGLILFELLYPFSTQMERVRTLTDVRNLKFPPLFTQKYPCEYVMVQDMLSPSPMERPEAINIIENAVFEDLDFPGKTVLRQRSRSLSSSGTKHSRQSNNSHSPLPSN
S1P4 ag: activates the human S1P4 receptor. O95977. S1P4-expressing cell line, agonist reporter assay. activation, % at 4.98 µM. 0.35% of 220,000 active. AID 1509; in the data active means activation above about 11%;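 further: 0% = DMSO vehicle and 100% = reference agonist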
zfTRPN1 agonist: zebrafish TRPN1 (NompC) channel agonism; HEK293 zebrafish TRPN1-YFP, Fluo-8 calcium fluorescence; 100% = response to 87 µM carbachol; activation, % at 3 µM; 0.18% of 220,000 active; AID 1424;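 active means activation above its plate's cutoff, the mean activation of test wells on that plate plus 3 SD, cut at about 19% in these data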;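 further: 0% = DMSO alone and 100% = 87 µM carbachol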
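Material: zebrafish TRPN1-YFP in HEK293 cells; Doses: single test compound dose, 3 µM nominal, 0.3% DMSO; Timing: dye loading 1 h at 37 °C, then 30 min room temperature; Technique: intracellular calcium fluorescence with Fluo-8; Benchmarks: high carbachol 87 µM, low DMSO alone.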
* = called active by the depositor; i = inactive; / = no result given; & = joins results of further samples. Rows are unselected; any-hit rate near 3.6%.

SMILES	m-calpain inh	TRPML3 agonist	Ba/F3 V617F tox	S1P4 antag	EP2 modulator	BaF3 tox	PERK inh	S1P4 ag	zfTRPN1 agonist
O=C(Cn1nc(-c2cccc([N+](=O)[O-])c2)c2ccccc2c1=O)Nc1cccnc1	-15	0.6	0	6	3	5	-0.1	1.2	-0.5
Cc1csc2ncc(C(=O)NCc3ccco3)c(=O)n12	-53	0.8	-3	1	5	-4	0.7	0.0	0.6
Cc1cc(Br)cnc1NC(=S)Nc1ccc(F)cc1F	12	0.4	0	-6	24	10	0.6	1.0	-0.9
CSC1=N/C(=C\c2ccccc2Cl)C(=O)N1N(C)C	3	-0.1	-2	-3	8	-3	1.8	0.9	-1.0
O=C(N/N=C/C=C/c1ccc2c(c1)OCO2)C(O)c1ccccc1 (centres undefined)	-6	-0.2	4	-1	-8	0	-0.4	-1.2	-1.2
Cc1ccc(C(=O)N/C(=C\c2ccc(-c3ccc(Cl)cc3)o2)C(=O)NCCCN(C)C)cc1	-85	-1.0	16	36*	-29	104*	-0.3	-1.1	-1.4
Nc1cccc(C(=O)OCC(=O)NC2CCCc3ccccc32)c1 (centres undefined)	15	0.1	0	-7	-33	7	0.7	-0.2	-0.6
O=C(N/C(=C\c1ccc(Br)cc1)C(=O)N1CCCC1)c1ccccc1F	-22	-0.2	-2	1	10	-2	0.4	-0.2	0.3
CCN1C=C(C(=O)OC)C(c2cccc(C)c2)C(C(=O)OC)=C1	i	-1.3	-2	7	55	0	0.8	5.2	-1.3
O=C(Nc1ccc2nn(-c3ccccc3)nc2c1)c1ccco1	-47	1.8	2	-14	-69&-66	5	-0.7	0.2	2.6
Cc1ccc(-n2nc(-c3ccco3)cc2C(=O)O)cc1	10	0.6	-5	-14	8	-1	2.2	-1.2	0.8
COc1ccccc1NC(=O)c1oc2ccc(C)cc2c1C	-22	-0.4	-3	-5	56	-1	0.1	-0.6	-0.4
CN1/C(=C/C=C(/C#N)C(N)=O)C(C)(C)c2ccccc21	-55	-0.1	78*	-9	11	62*	0.0	1.0	1.3
CCc1cccc(Nc2c([N+](=O)[O-])cc(C(=O)N3CC(=O)Nc4ccccc43)cc2[N+](=O)[O-])c1	-13	0.8	2	-8	22	4	-0.8	2.2	0.9
Cc1onc(-c2ccccc2)c1C(=O)N[C@@H]1C(=O)N2[C@@H]1SC(C)(C)[C@@H]2C(=O)O	10	0.7	2	-6	26	4	0.3	1.4	0.6
CC(C)Oc1cccc(C(=O)Nc2ccc(CN3CCOCC3)cc2)c1	-4	2.8	-1	-23	7	6	0.1	-3.2	2.4
COc1ccc(Cl)cc1C(=O)Nc1ccc(CN2CCCCC2)cc1	-3	0.8	2	15	-6	6	0.6	0.3	2.1
CCOC(=O)C1=C(CNCc2ccccc2Cl)NC(=O)NC1c1ccc2c(c1)OCO2 (centres undefined)	30	-0.2	2	-20	12	5	-1.3	3.9	0.5
CC1(C)Cc2cccc(OCC(=O)OCC(=O)Nc3cccc(S(N)(=O)=O)c3)c2O1	11	0.6	-8	4	20	-3	1.3	-0.9	-0.5
O=C(CSCc1ccc(Cl)cc1)Nc1ccc(S(=O)(=O)N2CCCCCC2)cc1	18	1.8	-1	-11	9	8	1.1	15*	2.1
CCNc1nc(NCC)nc(N(C)n2cnnc2)n1	-6	1.1	0	-1	10&-38	3	0.7	-0.5	1.5
Cc1c(C#N)c(O)n(CCO)c(=O)c1N=Nc1ccc(S(N)(=O)=O)cc1	10	0.1	3	-1	20	9	-1.0	-3.5	0.3
CC(C)(C)c1ccc(C(=O)NCc2ccccc2)cc1	20	-0.8	2	-4	-51	6	0.4	-0.1	-1.8
Cc1cc(/C=C2\SC(=S)N(C)C2=O)c(C)n1-c1ccc(O)cc1	5	0.7	2	-18	-80	-4	-0.5	3.1	4.1
CC(C)(C#N)Nn1cnnc1	-17	0.4	-3	-27	27	5	1.3	0.3	-0.7

Part of the list above, with two lines to a compound.
Below each compound – m-calpain inh | TRPML3 agonist | Ba/F3 V617F tox | S1P4 antag | EP2 modulator | BaF3 tox | PERK inh | S1P4 ag | zfTRPN1 agonist
O=C(Cn1nc(-c2cccc([N+](=O)[O-])c2)c2ccccc2c1=O)Nc1cccnc1
→ -15 | 0.6 | 0 | 6 | 3 | 5 | -0.1 | 1.2 | -0.5
Cc1csc2ncc(C(=O)NCc3ccco3)c(=O)n12
→ -53 | 0.8 | -3 | 1 | 5 | -4 | 0.7 | 0.0 | 0.6
Cc1cc(Br)cnc1NC(=S)Nc1ccc(F)cc1F
→ 12 | 0.4 | 0 | -6 | 24 | 10 | 0.6 | 1.0 | -0.9
CSC1=N/C(=C\c2ccccc2Cl)C(=O)N1N(C)C
→ 3 | -0.1 | -2 | -3 | 8 | -3 | 1.8 | 0.9 | -1.0
O=C(N/N=C/C=C/c1ccc2c(c1)OCO2)C(O)c1ccccc1 (centres undefined)
→ -6 | -0.2 | 4 | -1 | -8 | 0 | -0.4 | -1.2 | -1.2
Cc1ccc(C(=O)N/C(=C\c2ccc(-c3ccc(Cl)cc3)o2)C(=O)NCCCN(C)C)cc1
→ -85 | -1.0 | 16 | 36* | -29 | 104* | -0.3 | -1.1 | -1.4
Nc1cccc(C(=O)OCC(=O)NC2CCCc3ccccc32)c1 (centres undefined)
→ 15 | 0.1 | 0 | -7 | -33 | 7 | 0.7 | -0.2 | -0.6
O=C(N/C(=C\c1ccc(Br)cc1)C(=O)N1CCCC1)c1ccccc1F
→ -22 | -0.2 | -2 | 1 | 10 | -2 | 0.4 | -0.2 | 0.3
CCN1C=C(C(=O)OC)C(c2cccc(C)c2)C(C(=O)OC)=C1
→ i | -1.3 | -2 | 7 | 55 | 0 | 0.8 | 5.2 | -1.3
O=C(Nc1ccc2nn(-c3ccccc3)nc2c1)c1ccco1
→ -47 | 1.8 | 2 | -14 | -69&-66 | 5 | -0.7 | 0.2 | 2.6
Cc1ccc(-n2nc(-c3ccco3)cc2C(=O)O)cc1
→ 10 | 0.6 | -5 | -14 | 8 | -1 | 2.2 | -1.2 | 0.8
COc1ccccc1NC(=O)c1oc2ccc(C)cc2c1C
→ -22 | -0.4 | -3 | -5 | 56 | -1 | 0.1 | -0.6 | -0.4
CN1/C(=C/C=C(/C#N)C(N)=O)C(C)(C)c2ccccc21
→ -55 | -0.1 | 78* | -9 | 11 | 62* | 0.0 | 1.0 | 1.3

Complete entries, quoted from the list. Order of screens: m-calpain inh	TRPML3 agonist	Ba/F3 V617F tox	S1P4 antag	EP2 modulator	BaF3 tox	PERK inh	S1P4 ag	zfTRPN1 agonist
Cc1ccc(-n2nc(-c3ccco3)cc2C(=O)O)cc1 as listed: 10	0.6	-5	-14	8	-1	2.2	-1.2	0.8
O=C(N/N=C/C=C/c1ccc2c(c1)OCO2)C(O)c1ccccc1 (centres undefined) as listed: -6	-0.2	4	-1	-8	0	-0.4	-1.2	-1.2

Continued:
SMILES	m-calpain inh	TRPML3 agonist	Ba/F3 V617F tox	S1P4 antag	EP2 modulator	BaF3 tox	PERK inh	S1P4 ag	zfTRPN1 agonist
CCOc1ccc(NC(=O)N2CCC(NC(=O)c3ccco3)CC2)cc1	-9	0.1	1	-7	-1&-9	2	0.3	0.9	0.2
CCOC(=O)c1ccc(NC(=S)NCc2cccnc2)cc1	23	4.6	1	-6	-67&-25	2	-0.9	3.4	8.6
O=C(CN1CCCCCCC1)Nc1ccc(Cl)cc1Cl	88*	0.4	-4	4	66*	5	0.3	1.2	1.1
Cc1sc(NC(=O)c2cccnc2)nc1-c1ccccc1	-21	1.1	3	-1	-59	3	1.3	0.0	-1.1
Cc1cccc(N(C)c2cc(C)nc3nc(C)nn23)c1	0	0.6	0	-5	-3	2	0.8	1.2	0.0
O=C(C[n+]1cccc(CNC(=O)c2ccc(OC(F)F)cc2)c1)Nc1ccccc1Cl	-3	0.1	0	-4	4	4	0.5	-0.1	1.1
O=C(Nc1ccccc1)Nc1ccc(C(=O)N2CCOCC2)cc1	-5	0.4	12	-2	-2	11	0.4	-0.9	-0.4
O=C(N/N=C/c1cccnc1)C1CCCN(S(=O)(=O)c2ccccc2)C1 (centres undefined)	2	0.3	4	-27	-1	3	-0.9	-2.4	1.0
O=C(NCc1ccccc1)c1cc(-c2cccs2)on1	3	-0.5	1	-25	-17	4	0.4	-0.5	-2.7
COc1ccc2cc(CN(CCCN3CCOCC3)Cc3nnnn3C3CCCC3)c(=O)[nH]c2c1	-17	1.0	3	9	18	7	0.5	-0.7	0.8
CCCCNC(=O)Cn1cnc2c(cnn2-c2ccc(C)c(C)c2)c1=O	-35	0.2	4	-7	-1	4	1.5	0.5	-0.1
O=C(NC(=S)N1CCc2ccccc21)c1ccco1	41	0.1	3	3	-2	4	0.1	2.0	1.3
CCNc1ccc(Br)cc(C(=O)/C=C/c2ccccc2Cl)c1=O	/	0.5	-3	21	/	3	-0.1	-0.6	-0.8
N#C/C(=N/Nc1ccc([N+](=O)[O-])cc1)C(=N)N1CCCCC1	35	0.1	2	4	-52	4	1.0	-1.3	-1.3
Cc1ccc(-n2[nH]c(C)c(/C=N/Nc3ccc([N+](=O)[O-])cc3[N+](=O)[O-])c2=O)cc1	19	0.1	9	10	9	15	-0.4	-2.2	-1.0
N/C(=N\OC(=O)COc1cc(Cl)c(Cl)cc1Cl)c1ccncc1	9	1.1	-3	8	-30	1	1.4	4.5	-0.4
O=C(C1CC(c2ccc(F)cc2)=NO1)N1CCN(Cc2ccccc2)CC1 (centres undefined)	7	0.4	-2	-26	18	-1	-0.6	-1.9	0.5
O=C(CCS(=O)(=O)c1ccc(Cl)cc1)N1CCN(S(=O)(=O)c2cccs2)CC1	14	1.4	2	-2	8	6	-0.5	0.6	0.7
Cc1nc2sc3c(c2c(=O)o1)CC(C)(C)OC3	-10	0.8	-3	-17	14	2	0.6	-0.4	0.1
Cc1ccc(C(=O)CSc2nnnn2Cc2ccccc2)cc1C	20	-0.1	-7	-1	5	-10	0.8	-0.8	-0.3
Cc1ccnc(NS(=O)(=O)c2ccc(N3C(=O)c4ccccc4C3=O)cc2)n1	-10	-0.1	-5	-7	5	4	1.2	0.6	3.4
COC(=O)C(C)n1cnc2c(nnn2-c2ccc(OC)cc2)c1=O (centres undefined)	-3	2.2	-1	-7	8	4	1.5	1.2	1.0
CSc1nnc(C)c(=O)n1COC(=O)c1cc(Cl)ccc1[N+](=O)[O-]	-11	0.8	-1	8	-17	3	1.4	-0.5	0.8
CCCCN(CCCC)C(=O)CN(C)S(=O)(=O)c1ccc2c(c1)n(C)c(=O)c(=O)n2C	6	-0.5	3	-4	-2	8	0.4	-0.3	-0.2
CCOC(=O)C1=C(CN2CCCCCC2)NC(=O)NC1c1ccc2c(c1)OCO2 (centres undefined)	-2	-0.6	-6	-19	-2	1	-0.4	-1.9	-3.0
COC(=O)C1=C(C)N(Cc2ccc(OC)cc2)C(=O)/C1=C\c1ccco1	23	0.0	0	-11	40	-1	0.4	-0.6	0.6
CC1CC(C)CN(CCOc2ccccc2-c2ccccc2)C1 (centres undefined)	26	0.4	1	-11	22	4	-0.2	1.9	2.0
Cc1ncc([N+](=O)[O-])n1Cc1cccc(F)c1	-8	0.3	3	-14	-23	2	0.2	1.9	1.1
